Screening results deposited in PubChem BioAssay by several laboratories.
GRK2 inh: human GRK2 inhibition via aptamer displacement; P25098; bead flow cytometry, FAM-aptamer displacement from GRK2; inhibition of aptamer binding, % at 10 µM; actives 0.59% (n = 330,000); AID 488847;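 active = inhibition of aptamer binding above 40%, roughly 3 SD of noise, on plates passing a quality check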;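 also: median bead fluorescence of bound FAM aptamer so fluorescent compounds give negative values; no value below 0 was filed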
Target sequence (P25098 whole entry, looked up): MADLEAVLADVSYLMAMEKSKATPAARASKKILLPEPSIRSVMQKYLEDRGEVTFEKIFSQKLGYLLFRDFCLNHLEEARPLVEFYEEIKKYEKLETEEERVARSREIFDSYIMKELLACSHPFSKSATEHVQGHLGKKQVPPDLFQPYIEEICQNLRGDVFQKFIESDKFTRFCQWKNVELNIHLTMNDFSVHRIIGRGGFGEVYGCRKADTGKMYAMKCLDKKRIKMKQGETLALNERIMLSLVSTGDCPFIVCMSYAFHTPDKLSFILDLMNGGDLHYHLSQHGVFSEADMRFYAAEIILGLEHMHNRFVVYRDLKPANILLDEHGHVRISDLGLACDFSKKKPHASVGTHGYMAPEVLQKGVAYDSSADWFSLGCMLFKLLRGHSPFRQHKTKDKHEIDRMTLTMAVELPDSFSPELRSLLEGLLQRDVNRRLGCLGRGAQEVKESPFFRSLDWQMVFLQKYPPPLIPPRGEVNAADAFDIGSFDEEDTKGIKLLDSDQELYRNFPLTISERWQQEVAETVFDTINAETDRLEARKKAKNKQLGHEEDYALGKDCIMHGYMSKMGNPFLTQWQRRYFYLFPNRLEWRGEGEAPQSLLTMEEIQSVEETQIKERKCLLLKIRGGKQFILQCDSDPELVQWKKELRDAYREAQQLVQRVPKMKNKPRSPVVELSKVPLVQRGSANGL
GLD-1 RNA inh: GLD-1-TGE RNA interaction inhibition (C. elegans) | purified GLD-1 + fluorescein TGE RNA, fluorescence polarization | Q17339 | actives 0.44% (n = 320,000) | inhibition, % at 5.96 µM;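 active = percent inhibition above a per-plate cutoff, the plate mean of test compounds plus 3 SD, cut at about 30% in these data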;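 also: 0% = DMSO wells with GLD-1 and probe and 100% = wells lacking GLD-1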
CIT2 TOR yeast: modulators of TOR pathway CIT2-GFP in S. cerevisiae. S. cerevisiae CIT2-GFP strain, flow cytometry, 3 h; 100 means same as DMSO wells. GFP response vs DMSO, % at 10 µM. actives 0.065% (n = 320,000). AID 2029;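 active = GFP response relative to DMSO above a set limit, near the screen mean plus 3 SD, cut at about 150% in these data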;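 also: ratio of well median GFP fluorescence to mean of DMSO wells on the plate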
Bcl-xL primary: Bcl-xL (human) inhibition. Q07817. GST-Bcl-xL / FITC-Bim BH3 peptide fluorescence polarization. inhibition, % at 10.9 µM. actives 0.7% (n = 320,000);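 active = inhibition above the mean of all tested compounds plus 3 SD, cutoff set per campaign, cut at about 30% in these data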;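 also: 0% = DMSO wells and 100% = unlabeled Bim-BH3 peptide competitor; inhibitors lower millipolarization by displacing the labeled peptide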
AGP1-GFP MLPCN: modulators of TOR pathway AGP1-GFP in S. cerevisiae; S. cerevisiae AGP1-GFP multiplex flow cytometry, 3 h; GFP as percent of DMSO wells; GFP response vs DMSO, % at 10 µM; actives 0.02% (n = 320,000); AID 2066;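 active = GFP response relative to DMSO above a set limit, near screen average plus 3 SD, cut at about 150% in these data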;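 also: median GFP channel fluorescence of the gated AGP1 strain per well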
MEX-5 binding: C. elegans MEX-5 TCR-2 RNA binding activity; Q9XUB2; MEX-5/FITC-TCR2 RNA binding, fluorescence polarization; stronger effect = lower value; activity score (negative = inhibition of binding), % at 10 µM; actives 0.38% (n = 300,000); AID 1832;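 active = inhibition past about -25% in most replicates, and total fluorescence under double the plate's negative control median, limit read from the data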;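 also: 0% = DMSO and -100% = 5 µM competing unlabeled TCR2 RNA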
VLA-4 inh: inhibition in a human VLA-4 binding assay | VLA-4 expressing cells, ligand binding flow cytometry | inhibition, % (about 7 µM as worked out from the volumes in the protocol) | actives 0.2% (n = 330,000); in the data active = inhibition above about 50%
Fam108B inh: blocks mouse Fam108B hydrolase in RBBP9 counter-screen; inhibition, % at 9.51 µM; actives 0.33% (n = 300,000); recombinant Fam108B, FP-Rh probe fluorescence polarization;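 active = inhibition above the screen mean inhibition plus 3 SD, computed separately per campaign, cut at about 18% in these data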;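 also: inhibitors lower polarization as less probe binds the enzyme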
MCL1-BIM inh: disrupts human MCL1 binding to BIM-BH3 peptide | Q07820 | GST-MCL1 / FITC-Bim-BH3 fluorescence polarization | inhibition, % at 10.9 µM | actives 0.68% (n = 320,000) | AID 2057;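 active = inhibition above the mean inhibition of all tested compounds plus 3 SD, set per campaign, cut at about 40% in these data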;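 also: 0% = DMSO wells and 100% = unlabeled Bim-BH3 peptide control; higher means more loss of mP so more displacement of Bim peptide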
Target sequence (Q07820 whole entry, looked up): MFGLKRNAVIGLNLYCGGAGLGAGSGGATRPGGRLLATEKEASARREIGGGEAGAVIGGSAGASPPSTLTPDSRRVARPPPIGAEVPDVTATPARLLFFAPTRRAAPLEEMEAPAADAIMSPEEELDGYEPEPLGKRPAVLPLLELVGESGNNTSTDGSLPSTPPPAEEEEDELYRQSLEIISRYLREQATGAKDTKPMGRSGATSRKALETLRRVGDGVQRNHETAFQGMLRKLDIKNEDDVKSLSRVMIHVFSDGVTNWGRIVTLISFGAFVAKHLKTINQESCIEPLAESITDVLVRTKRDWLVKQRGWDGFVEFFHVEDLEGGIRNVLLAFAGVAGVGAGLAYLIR
Active calls of the source: *; x = not tested or not shown.

SMILES | GRK2 inh | GLD-1 RNA inh | CIT2 TOR yeast | Bcl-xL primary | AGP1-GFP MLPCN | MEX-5 binding | VLA-4 inh | Fam108B inh | MCL1-BIM inh
C=C(C)Cn1c(C)cc(C)c(S(=O)(=O)c2cccc(C)c2)c1=O | 2 | 8 | 102 | -2 | 102 | 1.2 | -5 | 3 | 5
NC(=O)C1Cc2ccccc2CN1S(=O)(=O)c1cccs1 (stereo unspecified) | 1 | -1 | 96 | 5 | 95 | -0.1 | 22 | -2 | -4
COc1ccc(S(=O)(=O)NCC(=O)Nc2cccc(C)c2C)cc1OC | 6 | 3 | 96 | -1 | 101 | 0.1 | 3 | 1 | -3
O=C(Cn1nc(C(=O)O)c2ccccc2c1=O)Nc1cc(S(=O)(=O)N2CCCCC2)ccc1Cl | 2 | -1 | 101 | x | 90 | x | 2 | x | x
Cc1ccc(OCC(=O)N/N=C/C=C/c2ccco2)cc1 | 1 | 9 | 94 | 18 | 90 | -1.9 | 3 | -1 | 40*
CC(C)(CC(=O)O)CC(=O)N1CCCN(c2nccc(C(F)(F)F)n2)CC1 | 3 | -3 | 92 | 1 | 96 | 1.1 | 14 | -9 | 2
Cc1cccc(NC(=O)c2ccc(N3C(=O)C4CCCCC4C3=O)cc2)c1C (stereo unspecified) | 0 | x | 91 | x | 98 | 1.3 | -4 | x | x
CCOC(=O)NC(=O)CSc1nnc(C)s1 | 3 | 4 | 65 | 1 | 75 | -0.6 | 23 | 0 | 2
COCC(=O)NC1CCN(S(=O)(=O)c2cccc(C(C)=O)c2)CC1 | 0 | -4 | 98 | -3 | 107 | -1.6 | 2 | 1 | -3
CCOC(=O)Nc1ccc2c(CN3CCC(C(=O)OC)CC3)cc(=O)oc2c1 | 9 | -3 | 100 | 4 | 100 | 2.4 | 21 | 6 | 1
O=C1c2ccc(Oc3ccc([N+](=O)[O-])cc3)cc2C(=O)N1c1ccncc1 | 0 | 8 | 105 | 8 | 99 | -4.1 | 0 | 2 | 5
Cc1ccc(-c2cc(C(F)(F)F)n3nc(C(=O)Nc4ccon4)cc3n2)cc1C | 3 | 5 | 102 | 8 | 84 | -4.3 | 4 | 7 | 4
O=C(Nc1ccc(Cl)cc1)OCc1cc(-c2ccccc2)on1 | 2 | 3 | 87 | 2 | 89 | -3.7 | 0 | -3 | -7
CN(C)S(=O)(=O)c1cc(NC(=O)COC(=O)CCc2ccccc2)ccc1Cl | 3 | 0 | 109 | 3 | 98 | 0.1 | -3 | -2 | 6
COc1ccc(NC(=O)Nc2cccc3c2O[C@H](CN(C)C(=O)NC2CCCCC2)[C@@H](C)CN([C@H](C)CO)C3=O)cc1 | 0 | 2 | 97 | x | 96 | x | 5 | x | x
CCOc1ccc2nc(SCc3ccc(OC)cc3)sc2c1 | 4 | 6 | 94 | -4 | 105 | 2.2 | 17 | -11 | 4
CC(=O)Nc1ccc(NS(=O)(=O)c2ccccc2)cc1 | 0 | -12 | 88 | 6 | 65 | 0.9 | -8 | 0 | 4
Cc1ccc(-c2nc3cc(NS(=O)(=O)c4ccc(C)cc4)ccc3o2)cc1 | 1 | 4 | 98 | 1 | 96 | -2.1 | x | -34 | -1
Cc1ccc(-c2sc(-c3ccccc3)nc2CC(=O)Nc2ccccc2F)cc1 | 2 | 5 | 103 | 7 | 91 | 2.4 | 6 | -3 | 9
COc1ccccc1NC(=O)Cn1cnc2c(oc3nc4c(cc32)CCCC4)c1=O | 0 | -8 | 98 | 0 | 94 | -1.8 | 12 | 4 | -7
COc1ccc2oc(=O)c(C(=O)Nc3cccc(C(C)=O)c3)cc2c1 | 0 | 2 | 96 | -3 | 95 | -1.7 | -4 | -7 | -1
O=C(Cc1ncc(C(F)(F)F)cc1Cl)N1CCN(c2ccccn2)CC1 | 2 | 3 | 110 | 0 | 106 | -0.7 | 6 | 2 | 6
COc1cc2cc(CCCOC(=O)CCC(=O)O)oc(=O)c2cc1OC | 0 | 3 | 97 | 10 | 93 | x | 14 | x | 5
COCCNC(=O)[C@H]1N2C(=O)c3c(ccc(OC)c3OC)C2SC1(C)C (stereo partly specified) | 3 | -6 | 105 | -2 | 103 | -2.1 | 10 | -4 | 2
COc1ccc(C(=O)NCCn2cc(SCC(=O)Nc3cc(C)on3)c3ccccc32)cc1OC | 2 | 2 | 107 | 0 | 104 | 1.2 | -14 | 3 | 0
Other compounds follow.
SMILES | GRK2 inh | GLD-1 RNA inh | CIT2 TOR yeast | Bcl-xL primary | AGP1-GFP MLPCN | MEX-5 binding | VLA-4 inh | Fam108B inh | MCL1-BIM inh
COCCCNc1nc2ccccc2nc1NS(=O)(=O)c1ccc(OC)cc1 | 0 | 4 | 94 | 2 | 94 | -1.4 | 4 | -3 | -5
CCC(=O)Nc1cc(=O)[nH]c2nc(-c3ccc(Cl)cc3)nn12 | 0 | -1 | 104 | 5 | 105 | 1.0 | 3 | -4 | 3
COCC(=O)Nc1ccc(N2CCOCC2)c(S(=O)(=O)Nc2ccc(OC)cc2)c1 | 0 | 1 | 87 | x | 98 | x | 14 | x | x
COc1ccc(Br)cc1C(=O)Nc1ccc(C(=O)NCC(C)C)cc1 | 1 | -14 | 101 | -5 | 98 | -1.3 | 19 | 7 | -2
NS(=O)(=O)c1cccc(NC(=O)c2cncc(Br)c2)c1 | 0 | 3 | 108 | 3 | 106 | -7.7 | -15 | 0 | -1
O=C(c1ccc(CSCc2ccccc2F)o1)N1CCN(c2ccc(N3CCOCC3)nn2)CC1 | 0 | 5 | 101 | 1 | 111 | -2.8 | 6 | 4 | 1
COc1ccc(C(=O)NCCCc2ccccc2)cc1 | 0 | 0 | 101 | 2 | 110 | 0.5 | -1 | 1 | 0
CCCN(CC(=O)Nc1ccccc1C)C(=O)Cc1n[nH]c(=O)c2ccccc12 | 0 | 4 | 100 | 3 | 100 | x | 10 | x | 0
COc1ccc(C(=O)Cn2c(C(=O)/C=C/c3ccccc3)nc3ccccc32)cc1 | 0 | 5 | 104 | 5 | 106 | 1.5 | 9 | -11 | 8
Nc1ccccc1SC(C[N+](=O)[O-])c1ccccc1 (stereo unspecified) | 6 | 1 | 92 | 10 | 96 | -2.1 | 23 | -2 | 13
CSc1nnc(CNC(=O)c2ccccc2)n1-c1ccc(F)cc1 | 0 | -1 | 108 | 2 | 105 | x | 19 | 1 | 3
CC(=O)Nc1ccc(NS(=O)(=O)c2cc([N+](=O)[O-])ccc2C)cc1 | 3 | 1 | 106 | 1 | 106 | 0.3 | 55* | -2 | -12
OCCC1CN(Cc2cccc3nonc23)CCN1Cc1ccsc1 (stereo unspecified) | 0 | 1 | 98 | 2 | 109 | -3.2 | -3 | -1 | 0
O=C1CC/C=C\C[C@@H](CC(=O)N(CCO)Cc2ccccc2)C(=O)N2CCC[C@H]2CO1 | 1 | -2 | 100 | x | 97 | x | 8 | x | x
Cc1ccccc1NC(=O)c1ccccc1-c1ccccc1 | 3 | 12 | 96 | 5 | 95 | -1.9 | -4 | -4 | 11
CCCCCC(=O)Nc1cccc2ccccc12 | 0 | 1 | 94 | 5 | 99 | 0.2 | 0 | 5 | 6
COc1cccc(C2CC(c3cccc(OC)c3)n3nc(N)nc3N2)c1 (stereo unspecified) | 0 | 0 | 94 | 7 | 98 | 2.2 | -8 | 2 | 10
CCc1ccccc1Nc1nc(N)nc(CSCC(=O)Nc2ccc(C)c(C)c2)n1 | 0 | 2 | 98 | 6 | 97 | -3.3 | 9 | -2 | 12
Cc1ccc2nc(SCC(=O)c3ccccc3)nc(=O)n2c1 | 0 | 7 | 92 | 2 | 97 | 1.2 | -2 | -4 | 4
Cc1cc(C(=O)NCCCN2CC(C)CC(C)C2)n(-c2ccccc2)n1 (stereo unspecified) | 0 | 0 | 102 | -3 | 102 | 0.6 | 42 | -6 | 0
CC(C)C[C@H](NC(=O)c1nc[nH]c1C(=O)NC1CCNCC1)C(=O)OC(C)(C)C | 3 | -3 | 100 | 4 | 100 | 0.4 | 37 | -1 | 4
CC(=O)NC(Cc1ccccc1)C(=O)OCC(=O)c1ccc(F)cc1 (stereo unspecified) | 0 | 1 | 103 | 1 | 95 | 0.4 | 1 | 2 | 7
Cc1cccc(C)c1OCCNC(=O)OCc1ccccc1 | 1 | 4 | 103 | -4 | 101 | 1.3 | 0 | -6 | 0
O=S(=O)(NCC1OCCc2ccccc21)c1ccccc1 (stereo unspecified) | 2 | 6 | 89 | -3 | 96 | 0.7 | 0 | -1 | -10
COC(=O)CSc1nnc(-c2ccc(NS(=O)(=O)c3ccccc3)cc2)o1 | 0 | 0 | 88 | -8 | 95 | 0.2 | 25 | 2 | -3

Looked up one by one from the entries so far (5):
SMILES | GRK2 inh | GLD-1 RNA inh | CIT2 TOR yeast | Bcl-xL primary | AGP1-GFP MLPCN | MEX-5 binding | VLA-4 inh | Fam108B inh | MCL1-BIM inh
Cc1cc(C(=O)NCCCN2CC(C)CC(C)C2)n(-c2ccccc2)n1 (stereo unspecified) | 0 | 0 | 102 | -3 | 102 | 0.6 | 42 | -6 | 0
COC(=O)CSc1nnc(-c2ccc(NS(=O)(=O)c3ccccc3)cc2)o1 | 0 | 0 | 88 | -8 | 95 | 0.2 | 25 | 2 | -3
COCCCNc1nc2ccccc2nc1NS(=O)(=O)c1ccc(OC)cc1 | 0 | 4 | 94 | 2 | 94 | -1.4 | 4 | -3 | -5
Cc1cccc(C)c1OCCNC(=O)OCc1ccccc1 | 1 | 4 | 103 | -4 | 101 | 1.3 | 0 | -6 | 0
COc1cccc(C2CC(c3cccc(OC)c3)n3nc(N)nc3N2)c1 (stereo unspecified) | 0 | 0 | 94 | 7 | 98 | 2.2 | -8 | 2 | 10

(next part)
SMILES | GRK2 inh | GLD-1 RNA inh | CIT2 TOR yeast | Bcl-xL primary | AGP1-GFP MLPCN | MEX-5 binding | VLA-4 inh | Fam108B inh | MCL1-BIM inh
S=C1CCC(c2ccc(Br)cc2)=NN1c1ccccc1 | 0 | 2 | 88 | 1 | 110 | -1.4 | 1 | 1 | -3
Cc1ccc(-c2ccc(/C=C(\C#N)C(N)=S)n2C)cc1 | 9 | -33 | 116 | 67* | 119 | x | -4 | 4 | 68*
Cc1csc2nc(CNC(=O)c3ccco3)cn12 | 4 | 0 | 96 | 5 | 99 | 2.2 | 7 | -2 | 14
COc1ccc(C)cc1NC(=O)c1ccc(S(=O)(=O)N2CCCCC2)cc1 | 0 | 10 | 77 | 1 | 29 | -1.3 | -10 | 3 | 2
CCN(C(=O)CSc1nccc(=O)[nH]1)c1cccc2ccccc12 | 0 | 4 | 108 | x | 109 | x | -1 | x | x
COc1ccc(-c2[nH]ncc2CN2CCCO2)c(F)c1 | 1 | 1 | 93 | 2 | 97 | 2.4 | -10 | -2 | 4
CCCOc1ccc(/C=C/C(=O)Nc2ccc([N+](=O)[O-])cc2)cc1 | 5 | -6 | x | 3 | 96 | -2.5 | 10 | 15 | 3
Cc1nn(C)cc1C(C(=O)NC1CCCCC1)N(Cc1ccc(F)cc1)C(=O)c1cnccn1 (stereo unspecified) | 2 | 3 | 103 | 4 | 99 | 1.1 | 6 | -6 | 4
O=C(c1ccc2oc(Cc3ccc(Cl)cc3)nc2c1)N1CCCCC1CCO (stereo unspecified) | 1 | 7 | 100 | 5 | 103 | -0.3 | -4 | 1 | 7
COc1ccc(CNC(=O)N[C@@H](CC(C)C)C(=O)O)cc1OC | 3 | 0 | 100 | 5 | 106 | 1.7 | -3 | 2 | 1
O=C(Cn1ncc2c(=O)oc3ccccc3c21)N(Cc1ccco1)C1CCCCC1 | 1 | -10 | 100 | 3 | 97 | -0.5 | -8 | -7 | 1
